Assay outcomes: PubChem, National Center for Advancing Translational Sciences (NCATS)
KCNH2 3.1 inh: inhibitors of human KCNH2 3.1 potassium channel isoform | AID 720553 | U2OS KCNH2 3.1, thallium flux FluxOr; stronger effect = lower value | actives 0.95% (n = 340,000) | activity change, % (tested at about 1.8 µM);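 active = maximum activity change below -70%; inconclusive = maximum activity change from -70% to -50%; inactive = maximum activity change above -50%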;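 also: thallium influx rate constant from kinetic fluorescence after stimulation buffer; % is scaled to controls: 0 for no effect and ±100 for the full control effect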
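Thallium flux via FluxOr fluorescence (Red40 quencher, 45 min loading) in U2OS cells virally expressing the KCNH2 3.1 isoform (1.77 x 10^8 /mL virus, overnight at 37 C). Rate constants from 2-min kinetic reads post-stimulation, normalised to positive and negative controls.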
Giardia kill: kills Giardia lamblia | Giardia lamblia trophozoite viability | activity change, % at 7.66 µM, hits read low | actives 0.15% (n = 340,000) | AID 540267; in the data active = activity change below about -80%; inconclusive = between about -30% and that limit;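 also: parasites exposed to compound for two days anaerobically before the ATP read; % is scaled to controls: 0 for no effect and ±100 for the full control effect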
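ATP-content bioluminescence gauges trophozoite survival. Cells (100/well) receive compound and incubate anaerobically for 48 hrs at 37 deg C; detection reagent follows for 15-30 min at room temperature.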
KCNH2 WT inh: blocks the wildtype human KCNH2 potassium channel. Q12809. U2OS, BacMam KCNH2, thallium flux FluxOr; stronger effect = lower value. activity change, % at 1.84 µM. actives 0.37% (n = 340,000);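 active = maximum activity change below -70%; inconclusive = maximum activity change between -70% and -50%; inactive = maximum activity change above -50%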; also: % is scaled to controls: 0 for no effect and ±100 for the full control effect
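U2OS cells transduced with wild-type KCNH2 virus are loaded with FluxOr dye for 45 min, and thallium flux is measured in kinetic reads before and after stimulation buffer. Rate constants are normalized to DMSO controls.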
GALK inhibitor: blocks human galactokinase activity. actives 0.007% (n = 270,000). Purified GALK, Kinase-Glo residual ATP luminescence. Potency, µM (highest dose often 57.5 µM), inactives show top-dose activity change, negative = inhibition, actives largely listed as inhibitors. P51570; also: potency is read from the fitted curve at half-maximal effect; % is scaled to controls: 0 for no effect and ±100 for the full control effect
Target sequence (P51570 whole entry, looked up): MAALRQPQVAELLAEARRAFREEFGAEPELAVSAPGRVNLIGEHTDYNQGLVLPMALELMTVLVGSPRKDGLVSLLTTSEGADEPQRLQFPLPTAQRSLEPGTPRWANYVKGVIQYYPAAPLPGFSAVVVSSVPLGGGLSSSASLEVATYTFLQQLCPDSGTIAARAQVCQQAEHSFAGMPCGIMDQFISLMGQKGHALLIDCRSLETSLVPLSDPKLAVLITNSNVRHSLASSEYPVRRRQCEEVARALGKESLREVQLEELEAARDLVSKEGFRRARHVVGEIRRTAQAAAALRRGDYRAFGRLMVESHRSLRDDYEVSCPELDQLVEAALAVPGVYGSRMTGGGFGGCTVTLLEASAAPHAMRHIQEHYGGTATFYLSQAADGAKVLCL
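The enzyme phosphorylates galactose (100 uM) using ATP (35 uM); inhibition is detected as higher residual ATP, quantified by bioluminescence after 1 h reaction at room temperature, pH 8.0.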
PKM2 act: PKM2 (human) enzyme activation; P14618; actives 0.34% (n = 260,000); Potency, µM (doses to about 57.5 µM), for inactives: at the highest dose activation, most hits filed as activators; purified PKM2, Kinase-Glo ATP luminescence, activation; response scale: 0% is enzyme alone, no compound; also: potency is read from the fitted curve at half-maximal effect; % is scaled to controls: 0 for no effect and ±100 for the full control effect; nearly all actives have a fitted effect of over 55% in size
Target sequence (P14618 whole entry, looked up): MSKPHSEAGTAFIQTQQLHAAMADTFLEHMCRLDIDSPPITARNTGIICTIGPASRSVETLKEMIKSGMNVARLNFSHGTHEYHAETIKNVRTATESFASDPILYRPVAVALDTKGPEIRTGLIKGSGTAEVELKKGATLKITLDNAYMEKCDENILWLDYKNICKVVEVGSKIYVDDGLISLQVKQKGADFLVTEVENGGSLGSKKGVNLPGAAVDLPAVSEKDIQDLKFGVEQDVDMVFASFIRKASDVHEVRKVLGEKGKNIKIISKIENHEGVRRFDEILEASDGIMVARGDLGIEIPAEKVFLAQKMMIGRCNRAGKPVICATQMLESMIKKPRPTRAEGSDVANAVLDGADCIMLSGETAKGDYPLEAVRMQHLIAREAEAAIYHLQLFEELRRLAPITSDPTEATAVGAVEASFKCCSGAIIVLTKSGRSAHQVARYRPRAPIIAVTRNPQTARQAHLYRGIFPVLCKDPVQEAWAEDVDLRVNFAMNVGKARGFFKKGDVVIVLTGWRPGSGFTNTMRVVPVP
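Purified hPK-M2 (>95% pure) converted ADP (0.1 mM final) to ATP with 0.5 mM PEP in 50 mM imidazole pH7.2, KCl, MgCl2, Tween 20, BSA; 1 h at room temperature. ATP detected by Kinase-Glo luminescence.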
USP2a inh: blocks human ubiquitin-specific protease USP2a; O75604; Potency, µM (doses to about 38.3 µM), inactives show top-dose activity change, negative = inhibition, usual class: inhibitors; USP2 core, Ub-CHOP2 coupled fluorogenic reporter, 485/531; actives 0.01% (n = 330,000);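 also: potency is read from the fitted curve at half-maximal effect; plate controls were DMSO wells for no effect and full inhibition by NEM control for full effect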
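USP2 core (10nM final) preincubated 30min RT with compound in 20mM Tris-HCl pH 8.0, 2mM CaCl2, 2mM beta-mercaptoethanol, 0.05% CHAPS; 25nM Ub-CHOP2 plus 25nM reporter substrate added, fluorescence (Ex485/Em531) read after 60min.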
Menin MLL FP TR: displaces Texas Red mutant MLL peptide from human menin | actives 0.23% (n = 270,000) | O00255 | Menin + Texas Red MLL mutant peptide, fluorescence polarization | Potency, µM (titrated, usually from 61.6 µM), for the others: at the top dose FP activity change, negative = inhibition, actives largely listed as inhibitors; active = well fitted inhibition curve with a large enough effect in the polarisation, with a control signal flat, not every such curve was filed as active; inconclusive = small, poorly fitted or top-dose-only effect, or effect the other way, or a change in a side signal; inactive = no such curve, though single readings can be large or run the other way; the % refers to the polarisation; also: potency is read from the fitted curve at half-maximal effect; % of control where 0% means no effect; many of its hits are not listed in these tables
TRPV1 ag: agonists of human vanilloid receptor 1 (TRPV1). Q8NER1. TRPV1-expressing cells, Fluo-8 calcium influx, agonist mode. activation, % at 8.33 µM. actives 0.19% (n = 320,000). AID 540275; in the data active = activation above about 80%; inconclusive = between about 30% and that limit; also: 0% is about no effect
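TRPV1-expressing cells were cultured overnight at 35.5C and loaded with Fluo-8 calcium dye for 40 to 90 min at room temperature. After a 10 s baseline, compound was added and calcium influx was read kinetically for 3 min (ex 480/em 520 nm).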
CXXC DNA block: MLL CXXC-DNA interaction inhibition | AID 2662 | actives 0.037% (n = 290,000) | Q03164 | Potency, µM (top dose mostly 115 µM), for inactives: top-dose activity change, negative = inhibition, most hits filed as inhibitors | MLL-CXXC / FITC-HOXA9 DNA fluorescence polarization; active = well fitted inhibition curve with a large enough effect in the polarisation, with a control signal flat, not every such curve was filed as active; inconclusive = small, poorly fitted or top-dose-only effect, or effect the other way, or a change in a side signal; inactive = no such curve, though single readings can be large or run the other way; the % refers to the polarisation; also: potency is read from the fitted curve at half-maximal effect
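Purified MLL-CXXC (added from a 7 uM solution) was preincubated 5 min at ambient with pinned compounds in 50 mM Tris-HCl pH 7.5, 50 mM NaCl, 1 mM DTT, 0.05% BSA. Fluorescein-labeled HOX-A9 DNA (50 nM solution) followed, 30 min, then polarization read.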
FBPA coupling cs: coupling enzyme interference in Giardia aldolase counter-screen. coupling enzyme system counterscreen, AmpLite Red fluorescence. activity change, negative = inhibition, % at 58.2 µM, hits read low. actives 0.67% (n = 290,000). AID 2472; in the data active = activity change below about -30%; also: % is scaled to controls: 0 for no effect and ±100 for the full control effect
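First, compound is pin-transferred into glyceraldehyde-3-phosphate coupling-enzyme reagent at 57.5 uM final and held 10 min at RT. Next, substrate, coupling system and AmpLite Red are added. After 20 min RT, fluorescence (525/598 nm) is read.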
B2AR arrestin: recruits beta-arrestin to the human beta2-adrenergic receptor; P07550; beta-arrestin recruitment to beta2AR, cell-based reporter; Potency, µM (series often up to 46.1 µM), for the others: top-dose activation, actives largely listed as activators; actives 0.02% (n = 330,000);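 also: potency is read from the fitted curve at half-maximal effect; 0% = DMSO controls and full agonism = EC100 isoproterenol or metaproterenol; nearly all actives have a fitted effect of over 65% in size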
The depositor's hits bear a star; ? = inconclusive; / = no result given; [ ] = dose if it differs, or a comment. Unless noted, calls follow the shape of the dose curve; as a rule, active = well fitted curve in the direction sought with a large enough effect; inconclusive = small, poorly fitted or top-dose-only effect, or another doubt; inactive = no such curve, though single readings can be large; an effect the other way counts as inactive or inconclusive. This is a subset. The share of hits here may be higher or lower than overall.

SMILES | KCNH2 3.1 inh | Giardia kill | KCNH2 WT inh | GALK inhibitor | PKM2 act | USP2a inh | Menin MLL FP TR | TRPV1 ag | CXXC DNA block | FBPA coupling cs | B2AR arrestin
CC1CCc2c(sc(NC(=O)c3ccc(Cn4cc([N+](=O)[O-])cn4)o3)c2C#N)C1 (stereo not given) | -2 | 28 | 0 | 1% | 7% | -12% | ? | 17 | -15% | 11 | 0.0%
Cc1ccc(-n2c3c(cc(C(=O)N4CCN(C)CC4)c2=O)C(=O)CC(C)(C)C3)cc1 | -1 | -2 | -2 | 1% | 0% | -1% | -20% | 0 | 7% | 5 | -0.1%
CN(C(=O)COC(=O)C1CSC2(C)CCC(=O)N12)c1ccccc1 (stereo not given) | 13 | -2 | 3 | / | / | 0% | / | -5 | / | / | -0.4%
Cc1csc2c(N3CCN(C(=O)c4ccc(C(C)(C)C)cc4)CC3)ncnc12 | -1 | 22 | 1 | -3% | 2% | 3% | / | 1 | -4% | -1 | -0.8%
CN(C)c1ccc(C(CNC(=O)c2ccco2)N2CCCC2)cc1 (stereo not given) | 5 | 8 | -4 | -3% | / | 0% | / | 0 | -1% | / | -0.5%
Cc1cc(N)n(-c2ccccc2C)n1 | -4 | -4 | 2 | -1% | 1% | 0% | -6% | -2 | -5% | -2 | -0.4%
Cc1ccsc1/C=N\NC(=O)Cn1nnc2ccccc21 | -9 | -3 | -7 | -1% | -2% | 2% | -11% | 0 | 17% | -2 | -0.8%
CCOC(=O)CNC(=O)CSc1nnc(-c2ccc(OC)cc2)n1CC | -4 | -3 | -4 | 0% | -1% | 2% | 10% | 1 | -6% | 2 | -0.3%
COC(=O)c1c(NC(=O)c2nc3nc(C)cc(C(F)F)n3n2)sc2c1CCC2 | 15 | 6 | 11 | 0% | 16% | 3% | 3% | -2 | 5% | 1 | -1.0%
COC(=O)CCCCCCCCC(O)CN(C)C (stereo not given) | 21 | 25 | -21 | 6% | -6% | 0% | / | 2 | -16% | 0 | 0.4%
CCCCNC(=O)c1cc2c(=O)n(CC)c3ccccc3c2s1 | -16 | -3 | -18 | -6% | / | 7% | -2% | ? | 10% | 1 | 0.4%
COc1cc(C(=O)CSc2nncn2C)cc(OC)c1OC | 9 | 13 | 3 | 1% | -6% | -1% | -2% | -2 | -8% | 0 | -0.6%
CC(=O)c1ccc(NC(=O)CN2C(=O)/C(=C/C=C/c3ccccc3)SC2=S)cc1 | 14 | 5 | -2 | 1% | -6% | 2% | ? | 5 | 17% | 3 | -0.2%
COC(=O)c1cc2c(-c3ccccc3)cc3ccccn3c-2c1C(=O)OC | 4 | 21 | 2 | 0% | 5% | 1% | ? | 20 | -14% | 1 | -0.2%
COc1cccc(-c2nc3ccc(C(=O)N4CCCC(O)C4)cc3o2)c1 (stereo not given) | 11 | 7 | -6 | 7% | -7% | 1% | / | 10 | 17% | / | -0.6%
COc1ccc(N2CCN(C(=O)c3ccc(CS(=O)Cc4ccc(Cl)cc4)o3)CC2)cc1 (stereo not given) | -46 | 5 | 1 | -2% | / | -10% | ? | -2 | 7% | -4 | 0.3%
COc1ccc(CNC(=O)c2cccc3c2C(=O)N(Cc2cccnc2)C3)cc1 | -5 | -14 | -1 | 0% | 5% | 2% | ? | 1 | 3% | 0 | -0.2%
O=C(Nc1cccc([N+](=O)[O-])c1)N1CCN(c2ccccc2)CC1 | 0 | -8 | -5 | 0% | -3% | 6% | ? | 100* | ? | -8 | 0.1%
Cc1cc2oc(=O)cc(CN3CCCCC3)c2cc1C(C)C | 0 | 5 | 3 | -1% | ? | -6% | -21% | ? | 5% | 4 | -0.7%
O=C(CSC(=O)c1ccccc1)Nc1ccccc1F | 6 | -19 | -8 | / | / | 3% | / | / | / | / | 3.5%
C/C(=N\NC(=O)c1cccs1)c1c(O)cc(C)oc1=O | -1 | 38[activator] | -2 | -4% | -5% | -3% | / | 29 | -5% | / | 0.0%
CC(=O)c1sc(NC(=O)COc2ccc(C(C)C)c(C)c2)nc1C | -16 | 46[activator] | -2 | 15% | 10% | 1% | -4% | 2 | 16% | -2 | 0.0%
O=C(Oc1cc(Cl)cc(Cl)c1)c1cnc2n(c1=O)CCS2 | -15 | -25 | 6 | 1% | 2% | -2% | / | 4 | 0% | 4 | 0.0%
C=CCn1c(SCC(=O)Nc2cc(Cl)ccc2C(=O)O)nc2sc(C)c(C)c2c1=O | 5 | 6 | -4 | / | / | 0% | / | -4 | / | / | -0.2%
CNC(=O)CCc1nc(-c2ccc(C(C)(C)C)cc2)no1 | 4 | -1 | -7 | 2% | 0% | 3% | -20% | ? | -10% | 1 | -0.3%

Other structures follow.
SMILES | KCNH2 3.1 inh | Giardia kill | KCNH2 WT inh | GALK inhibitor | PKM2 act | USP2a inh | Menin MLL FP TR | TRPV1 ag | CXXC DNA block | FBPA coupling cs | B2AR arrestin
CCCN1C(=O)c2ccc(C(=O)NC3CCCCC3)cc2C1=O | 17 | 10 | 37 | 1% | -1% | 2% | 9% | 15 | 19% | 2 | -1.8%
Cc1noc(C)c1COc1cccc(C(=O)OC(C)C(=O)Nc2ccc3c(c2)OCO3)c1 (stereo not given) | -6 | -13 | -6 | -1% | 0% | 2% | 14% | 12 | 1% | 0 | -0.2%
COC(=O)Cn1c(N)[n+](Cc2ccccc2)c2ccccc21 | 9 | 3 | 8 | / | / | -6% | / | -1 | / | / | -0.3%
COC(=O)Nc1nnc(COc2ccccc2)s1 | 4 | -3 | -9 | 2% | 1% | -1% | / | 2 | -5% | 5 | 0.0%
CC1CCCCC1NC(=O)c1ccc(-n2cncn2)c([N+](=O)[O-])c1 (stereo not given) | 5 | -25 | -6 | / | / | 1% | / | -9 | / | / | -0.8%
COCC(C)n1c(COc2ccccc2F)nnc1SCC(=O)Nc1oc(C)c2c(C)n[nH]c(=O)c12 (stereo not given) | 2 | -16 | 6 | / | / | 1% | / | 2 | / | / | -0.2%
CCN(CC)CCCN(Cc1cc2cc3c(cc2[nH]c1=O)OCO3)C(=S)NCc1ccco1 | -10 | 9 | 0 | 1% | 1% | 2% | ? | -4 | 1% | 1 | -1.6%
COc1ccc(OC)c(NC(=O)C2CCCNC2=O)c1 (stereo not given) | -1 | 10 | 5 | 1% | -2% | -4% | -4% | 0 | -13% | 3 | 0.3%
CC(CCc1ccccc1)NC(=O)COC(=O)c1ccc(NC(N)=O)cc1 (stereo not given) | 11 | 14 | -5 | -1% | / | 2% | 5% | 6 | 0% | -5 | 0.4%
Cc1cc(C=NCCCO)c(C)n1-c1cc(Cl)ccc1Cl | 3 | 12 | -16 | -1% | -5% | 2% | ? | 6 | 5% | -2 | -0.2%
O=C(Nc1nc2ccccc2s1)C1CC(=O)N(c2ccc(Br)cc2)C1 (stereo not given) | -6 | -10 | -1 | -2% | -11% | -19% | 17% | -7 | 24% | -3 | -1.6%
Clc1ccc(-c2nn3cnnc3s2)c(Cl)c1 | -13 | -4 | -2 | -1% | 10% | 0% | -9% | 5 | 4% | -2 | -0.4%
O=C(COC(=O)c1ccc([N+](=O)[O-])s1)NCc1ccc(F)cc1 | 3 | -16 | -5 | -8% | 2% | 1% | 2% | ? | 19% | 0 | -0.5%
O=C(NNC(=S)NCc1ccccc1)c1cccc([N+](=O)[O-])c1 | 19 | 18 | -1 | 8% | 7% | 5% | 0% | 0 | -8% | 1 | 0.0%
Cc1cc(-c2ccccc2)nc(SCc2ccc(C(=O)O)o2)n1 | -2 | -8 | 4 | -6% | -2% | 3% | 3% | -1 | 3% | 19 | -0.2%
CC(=O)C(Sc1ccc2nnc(-c3ccc(F)cc3)n2n1)C(C)=O | 8 | 25 | -7 | 1% | 7% | -1% | -1%[11.7 µM] | / | -2% | -3 | 0.3%
O=C(CN1CCN(C(=O)C2CCCO2)CC1)Nc1c(Cl)cccc1Cl (stereo not given) | 10 | -20 | -20 | 2% | 1% | 2% | -12% | -1 | 9% | 4 | 6.3%
CCN(c1ccccc1)S(=O)(=O)c1ccc(OC)c(NC(=O)C2CC(=O)N(Cc3ccccc3)C2)c1 (stereo not given) | 5 | -3 | -3 | -1% | 4% | 5% | / | 2 | 1% | 1 | 0.0%
Cc1cc(Cl)ccc1NC(=S)N1CCOCC1 | 19 | 3 | 5 | 0% | -3% | 1% | 5% | 0 | 0% | 2 | -0.1%
CC(=O)N1c2ccccc2N2C(c3c(C)c(C)cc(C)c3C)=NON12 | -6 | 6 | -6 | 1% | -3% | 0% | 22% | -2 | 1% | -6 | 0.1%
